NadD block = inhibitors of S. aureus NadD, primary screen, biochemical, colorimetric, uHTS. hit rate 0.78% among 360,000. inhibition, % at 20 µM. purified NadD enzyme, colorimetric absorbance read-out; in the data active means inhibition above about 26%; further: some compounds past the cut are filed as inactive
Scp-1 inhibitor = Scp-1 phosphatase inhibitors, primary screen, biochemical, colorimetric, uHTS | Carboxy-terminal domain RNA polymerase II polypeptide A small phosphatase 1 (Homo … | Recombinant Scp1, phosphopeptide, malachite green phosphate absorbance | inhibition, % at 20 µM | hit rate 0.88% among 340,000 | AID 493091, 2011;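 active means inhibition above about 50% at 20 µM, limit read from the data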;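 further: plate controls were DMSO wells with enzyme for no effect and wells lacking enzyme for full effect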
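Material: truncated SCP-1 phosphatase (76-261aa) / Buffer or medium: 50 mM Tris acetate pH 5.5, 0.005% Tween-20, 10 mM MgCl2 / Compound dosing: one concentration, 20 µM, with 1.0% DMSO / Incubation: 45 min room-temperature reaction, 5 min colour, 30 min stabiliser / Detection: colorimetric free-phosphate detection, absorbance 630 nm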
STEP block = STEP phosphatase inhibitors, primary screen, biochemical, fluorescence intensity, uHTS; Tyrosine-protein phosphatase non-receptor type 5 (Homo sapiens), P54829; recombinant STEP, OMFP fluorogenic substrate; inhibition, % at 20 µM; hit rate 0.25% among 360,000; AID 588621, 2011;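 active means inhibition at 20 µM, scaled per plate between control wells, above about 37%, limit read from the data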;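 further: 0% = DMSO with enzyme and substrate and 100% = substrate only without enzyme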
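medium = Bis-Tris buffer pH 6.0, 2.5 mM DTT, 0.005% Tween 20 | test system = STEP (striatal-enriched tyrosine phosphatase) enzyme, cell-free | measure = normalized % inhibition | compound dosing = 20 µM, 1% DMSO | also added = 25 µM OMFP | schedule = reaction 20 min, ambient temperature | measured by = fluorescence read at 480 nm ex / 540 nm em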
CSN deneddyl inh = inhibitors of CSN-mediated cullin deneddylation, primary screen, biochemical, fluorescence polarization, uHTS; AID 651999, 2013; inhibition, % at 12.5 µM; hit rate 0.38% among 360,000; COP9 signalosome complex subunit 5 (Homo sapiens), Q92905; Purified CSN, SCF-Nedd8-OG deneddylation;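 active means pattern-corrected inhibition above about 35%, with an unprinted fluorescence ratio check between 0.5 and 1.5, limit read from the data, passing the limit was not always enough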;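 further: 0% = enzyme with substrate and 100% = substrate without enzyme; some results filed as inactive read as strong as hits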
Target sequence (Q92905 whole entry, looked up, one chain of several): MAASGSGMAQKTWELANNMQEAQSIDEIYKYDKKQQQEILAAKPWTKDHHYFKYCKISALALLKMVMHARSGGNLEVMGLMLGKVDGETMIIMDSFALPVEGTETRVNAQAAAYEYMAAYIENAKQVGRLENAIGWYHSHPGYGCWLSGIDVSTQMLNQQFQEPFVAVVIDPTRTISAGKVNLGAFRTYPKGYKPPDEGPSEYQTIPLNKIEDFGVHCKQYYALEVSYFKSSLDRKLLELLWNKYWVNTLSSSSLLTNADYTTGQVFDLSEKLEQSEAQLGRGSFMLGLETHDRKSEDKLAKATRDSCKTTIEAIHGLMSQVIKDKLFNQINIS
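Assay system: HEK293T-derived human Csn5 enzyme; quantity: 0.24 nM enzyme; medium: Tris/NaCl/DTT buffer, pH 7.5; also added: substrate SCFSkp2-Nedd8OG, 10 nM; doses: 12.5 µM compound; schedule: 90 min reaction at room temperature; signal: FP; read-out: % inhibition of substrate cleavage by Csn5; benchmarks: substrate-only high control, full reaction low control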
LMPTP inh = LMPTP phosphatase inhibitors, primary screen, biochemical, fluorescence intensity, uHTS; AID 651560, 2012; Low molecular weight phosphotyrosine protein phosphatase (Homo sapiens), P24666; inhibition, % at 20 µM; hit rate 0.22% among 360,000; recombinant LMPTP-A, OMFP fluorogenic substrate;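 active means compounds that cut the enzyme signal by at least half of the control window in the single-dose screen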;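 further: plate controls were DMSO wells with enzyme plus substrate for no effect and substrate without enzyme for full effect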
Target sequence (P24666 whole entry, looked up): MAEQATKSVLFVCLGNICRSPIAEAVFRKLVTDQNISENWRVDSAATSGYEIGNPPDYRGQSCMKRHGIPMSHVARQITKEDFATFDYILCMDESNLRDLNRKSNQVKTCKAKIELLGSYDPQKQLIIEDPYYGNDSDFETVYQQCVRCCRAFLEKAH
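Assay system: LMPTP-A enzyme. Input: 0.625 nM LMPTP-A final. Probe or stimulus: 400 µM OMFP. Compound dosing: single 20 µM dose. Schedule: 50 min dark incubation at room temperature. Detection: fluorescence intensity of OMFP turnover product. Read-out: percent inhibition versus substrate-only and uninhibited controls. Benchmarks: no-enzyme low control, uninhibited high control.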
TbMetRS inhib = T. brucei MetRS inhibitors, primary screen, biochemical, luminescence; methionyl-tRNA synthetase (Trypanosoma brucei brucei); purified T. brucei MetRS, ATP depletion, Kinase-Glo luminescence; inhibition, % at 11.9 µM; hit rate 0.4% among 360,000; AID 624268, 2012;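 active means inhibition above a per-plate cutoff of the control wells' mean inhibition plus 3 SD, cut at about 5.5% in these data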;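 further: 0% = DMSO wells median and 100% = median of wells with control inhibitor compound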
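System: purified T. brucei MetRS enzyme / Detection: Kinase-Glo luciferase luminescence reporting remaining unconsumed ATP / Medium: HEPES buffer with MgCl2, KCl, DTT, spermine, BSA, pyrophosphatase / Replication: singlicate, one well per compound / Evaluation: percent inhibition relative to median high and low control wells / Schedule: 2 h aminoacylation at 25 °C after 15 min preincubation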
DNMT1 block = human DNMT1 methyltransferase inhibitors, primary screen, biochemical, molecular beacon, fluorescence, HinP1I cleavage, uHTS; hit rate 0.83% among 360,000; inhibition (reported as % activation of signal), % at 10 µM; DNA (cytosine-5)-methyltransferase 1 (Homo sapiens), P26358; in the data active means inhibition above about 50%
MsrA inh = bovine MsrA enzyme inhibitors, primary screen, biochemical, absorbance, HTS; Methionine sulfoxide reductase A (Bos taurus); hit rate 0.75% among 360,000; AID 651718, 2012; inhibition, % at 15.5 µM; purified bovine MsrA, absorbance read-out; in the data active means inhibition above about 4.5%;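 further: 0% = vehicle wells with enzyme and 100% = reference inhibitor wells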
Rpn11 block = Rpn11 (PSMD14) deubiquitinase inhibitors, primary screen, biochemical, fluorescence polarization, uHTS; 26S proteasome non-ATPase regulatory subunit 14 (Homo sapiens), O00487; human 26S proteasome, Ub4-pepOG fluorescence polarization; 20S core pre-blocked with epoxomicin; calls only at 20 µM; hit rate 0.59% among 360,000;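 active means inhibition at 20 µM, scaled to each plate's controls, above about 33%, limit read from the data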
Target sequence (O00487 whole entry, looked up): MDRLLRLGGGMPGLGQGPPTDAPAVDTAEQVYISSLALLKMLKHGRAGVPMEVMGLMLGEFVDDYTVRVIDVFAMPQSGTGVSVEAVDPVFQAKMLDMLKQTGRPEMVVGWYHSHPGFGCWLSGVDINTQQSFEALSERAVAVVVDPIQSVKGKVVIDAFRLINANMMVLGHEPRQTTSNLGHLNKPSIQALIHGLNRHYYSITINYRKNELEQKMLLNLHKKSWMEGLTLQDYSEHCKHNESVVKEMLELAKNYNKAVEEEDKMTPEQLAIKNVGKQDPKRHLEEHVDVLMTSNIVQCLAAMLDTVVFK
SUMO1-SIM PPI = modulators of SUMO1 protein-protein interactions, primary screen, biochemical, uHTS; Small ubiquitin-related modifier 1 (Homo sapiens), P63165; SUMO1 binding to a labelled peptide, TR-FRET, 1 h; inhibition, % at 20 µM; hit rate 0.33% among 360,000; in the data active means inhibition above about 37%
Target sequence (P63165 whole entry, looked up): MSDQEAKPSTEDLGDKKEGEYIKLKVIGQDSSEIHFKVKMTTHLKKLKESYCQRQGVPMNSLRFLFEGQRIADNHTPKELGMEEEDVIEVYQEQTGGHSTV
* hit, by the source's call.

What do the screens show for `COc1cc(CN2CCC(C(=O)NC3CCCC3)CC2)ccc1O`?
NadD block: 11.1; Scp-1 inhibitor: -4.0; STEP block: -1.9; CSN deneddyl inh: -0.9; LMPTP inh: -0.7; TbMetRS inhib: -0.6; DNMT1 block: -4.7; MsrA inh: -1.4; Rpn11 block: inactive; SUMO1-SIM PPI: 0.4

What do the screens show for `C#CCOC(=O)Nc1ccc(=O)n(Cc2c(Cl)cccc2Cl)c1`?
NadD block: 9.1; Scp-1 inhibitor: -9.0; STEP block: 4.5; CSN deneddyl inh: 16.5; LMPTP inh: 2.5; TbMetRS inhib: -0.4; DNMT1 block: -17.0; MsrA inh: -0.2; Rpn11 block: inactive; SUMO1-SIM PPI: 2.9

Results for O=C(N/N=C/c1sc(N2CCCCC2)nc1-c1cccs1)c1cccnc1 ?
NadD block: 10.7; Scp-1 inhibitor: -3.4; STEP block: -0.8; CSN deneddyl inh: 20.9; LMPTP inh: 4.0; TbMetRS inhib: -0.8; DNMT1 block: -7.1; MsrA inh: 2.5; SUMO1-SIM PPI: -7.4

How did COc1ccc(N(CC(=O)Nc2c(C)n(C)n(-c3ccccc3)c2=O)S(=O)(=O)c2ccccc2)cc1OC do in these assays?
NadD block: -1.7; Scp-1 inhibitor: 1.7; STEP block: -2.7; CSN deneddyl inh: 4.8; LMPTP inh: -2.0; TbMetRS inhib: -0.2; DNMT1 block: 1.2; MsrA inh: 0.1; Rpn11 block: inactive; SUMO1-SIM PPI: 3.4

How did CC1(C(=O)NS(=O)(=O)c2cccc(Cl)c2)CCN1C(=O)CC1CC1 (centres undefined) do in these assays?
NadD block: 1.4; STEP block: 1.5; CSN deneddyl inh: -7.2; LMPTP inh: -0.7; TbMetRS inhib: -0.2; DNMT1 block: -3.2; MsrA inh: -0.3; Rpn11 block: inactive; SUMO1-SIM PPI: -5.5

Results for Cc1ccccc1-c1noc(CCC(=O)NCCc2ccccc2)n1 ?
NadD block: -4.3; Scp-1 inhibitor: -14.2; STEP block: 0.1; CSN deneddyl inh: 0.0; LMPTP inh: 0.1; TbMetRS inhib: -0.7; DNMT1 block: 2.2; MsrA inh: 1.7; Rpn11 block: inactive; SUMO1-SIM PPI: 4.6

How did COc1ccc(OC)c(NC2c3ccccc3C(=O)N2c2cccnc2)c1 (centres undefined) do in these assays?
NadD block: 2.9; Scp-1 inhibitor: -4.8; STEP block: 1.4; CSN deneddyl inh: 5.8; LMPTP inh: 1.6; TbMetRS inhib: 0.1; DNMT1 block: -10.9; MsrA inh: 2.2; Rpn11 block: inactive; SUMO1-SIM PPI: 0.7

Results for COC(=O)c1ccccc1NS(=O)(=O)c1c(C)noc1C ?
NadD block: -3.2; Scp-1 inhibitor: -6.9; STEP block: 4.3; CSN deneddyl inh: -5.0; LMPTP inh: 0.7; TbMetRS inhib: 0.2; DNMT1 block: 20.9; MsrA inh: 0.3; Rpn11 block: inactive; SUMO1-SIM PPI: 3.4

Results for Cc1cc(C)c(S(=O)(=O)NCCn2c(C)cc3ccccc32)c(C)c1 ?
NadD block: 27.4; Scp-1 inhibitor: -19.5; STEP block: 4.4; CSN deneddyl inh: 3.6; LMPTP inh: 1.4; TbMetRS inhib: -0.3; DNMT1 block: 25.6; MsrA inh: 0.1; Rpn11 block: inactive; SUMO1-SIM PPI: -8.4

Results for Cc1cc(C(=O)NNC(=O)c2ccc(Cl)cc2)no1 ?
NadD block: 1.3; Scp-1 inhibitor: 5.3; STEP block: -0.4; CSN deneddyl inh: 7.5; LMPTP inh: -1.3; TbMetRS inhib: -0.6; DNMT1 block: -0.6; MsrA inh: 0.3; Rpn11 block: inactive; SUMO1-SIM PPI: -0.3

How did COc1cccc(-c2cnc(C(O)c3ccc(SC)cc3)[nH]2)c1 (centres undefined) do in these assays?
NadD block: -7.3; STEP block: -1.1; CSN deneddyl inh: 1.1; LMPTP inh: -1.0; TbMetRS inhib: -0.4; DNMT1 block: 0.4; MsrA inh: -0.7; Rpn11 block: inactive; SUMO1-SIM PPI: 3.3

Results for CC(=O)N(Cc1cc(=O)[nH]c2ccccc12)c1cccc(C)c1 ?
NadD block: 20.2; Scp-1 inhibitor: 3.6; STEP block: 0.4; CSN deneddyl inh: -3.4; LMPTP inh: 5.0; TbMetRS inhib: -0.8; DNMT1 block: -4.2; MsrA inh: 0.8; Rpn11 block: inactive; SUMO1-SIM PPI: 17.6

How did O=C(CN1C(=O)C2CC=CCC2C1=O)Nc1nc(-c2ccc(F)c(F)c2)cs1 (centres undefined) do in these assays?
NadD block: -7.8; Scp-1 inhibitor: -10.7; STEP block: -2.1; CSN deneddyl inh: -1.5; LMPTP inh: 1.2; TbMetRS inhib: -0.5; DNMT1 block: -6.0; MsrA inh: -0.5; Rpn11 block: inactive; SUMO1-SIM PPI: 2.1

What do the screens show for `CNC(=S)NCCc1ccccc1`?
NadD block: -2.5; Scp-1 inhibitor: -6.9; STEP block: 3.0; CSN deneddyl inh: -1.1; LMPTP inh: -0.9; TbMetRS inhib: -0.6; DNMT1 block: 1.4; MsrA inh: 0.4; Rpn11 block: inactive; SUMO1-SIM PPI: -3.1

What do the screens show for `CC(Oc1ccccc1)C(=O)N1CCc2ccccc2C1` (centres undefined)?
NadD block: 11.6; Scp-1 inhibitor: -11.4; STEP block: 0.8; CSN deneddyl inh: -1.8; LMPTP inh: 0.0; TbMetRS inhib: -0.9; DNMT1 block: 0.1; MsrA inh: -0.3; Rpn11 block: inactive; SUMO1-SIM PPI: 1.1

How did O=C(CNCc1ccc(Cl)cc1)Nc1ccc(C(=O)N2CCCCC2)cc1 do in these assays?
NadD block: -1.8; Scp-1 inhibitor: -3.0; STEP block: -0.1; CSN deneddyl inh: -0.9; LMPTP inh: -0.6; TbMetRS inhib: -0.3; DNMT1 block: -6.2; MsrA inh: -0.8; Rpn11 block: inactive; SUMO1-SIM PPI: 2.2

Results for CCCn1c(/C=C/c2ccccc2)nc2ccccc21 ?
NadD block: 8.5; Scp-1 inhibitor: -6.1; STEP block: -2.5; CSN deneddyl inh: -0.7; LMPTP inh: 15.3; TbMetRS inhib: -1.0; DNMT1 block: 0.8; MsrA inh: 4.1; Rpn11 block: inactive; SUMO1-SIM PPI: -11.7

How did O=C(CNS(=O)(=O)c1ccccc1)OCC(=O)c1ccc(F)cc1 do in these assays?
NadD block: -0.4; Scp-1 inhibitor: 5.3; STEP block: -1.0; CSN deneddyl inh: -3.3; LMPTP inh: 0.2; TbMetRS inhib: -0.5; DNMT1 block: -1.3; MsrA inh: 1.0; Rpn11 block: inactive; SUMO1-SIM PPI: 4.8

How did CCOc1ccc(Cn2c(=O)sc3ccccc32)cc1 do in these assays?
NadD block: -10.1; Scp-1 inhibitor: -11.3; STEP block: 0.3; CSN deneddyl inh: -1.5; LMPTP inh: 0.9; TbMetRS inhib: -0.5; DNMT1 block: -2.8; MsrA inh: -0.1; Rpn11 block: inactive; SUMO1-SIM PPI: 7.1

Results for COc1ccc(CCNC(=O)CCCCCN2C(=O)c3ccccc3C2=O)cc1OC ?
NadD block: -1.5; Scp-1 inhibitor: -10.5; STEP block: 1.3; CSN deneddyl inh: 2.9; LMPTP inh: -1.0; TbMetRS inhib: -0.1; DNMT1 block: 1.2; MsrA inh: 0.5; Rpn11 block: inactive; SUMO1-SIM PPI: -1.6

Results for O=C(NCc1ccco1)c1ccc(S(=O)(=O)N2CCCCCC2)cc1 ?
NadD block: -2.6; Scp-1 inhibitor: -2.2; STEP block: -3.8; CSN deneddyl inh: 1.7; LMPTP inh: -0.5; TbMetRS inhib: -0.2; DNMT1 block: 5.0; MsrA inh: 0.2; Rpn11 block: inactive; SUMO1-SIM PPI: 4.6

Results for CCCCOc1ccc(C(=O)OCC(=O)NC2CCCC2)cc1 ?
NadD block: -3.2; Scp-1 inhibitor: -2.8; STEP block: 0.6; CSN deneddyl inh: 5.2; LMPTP inh: 0.8; TbMetRS inhib: -0.5; DNMT1 block: 0.7; MsrA inh: -0.8; Rpn11 block: inactive; SUMO1-SIM PPI: 1.4

How did Cc1cc(C(=O)N2CCN(C(c3ccccc3)c3ccccc3)CC2)no1 do in these assays?
NadD block: -2.8; Scp-1 inhibitor: -0.3; STEP block: -2.2; CSN deneddyl inh: -1.5; LMPTP inh: 0.4; TbMetRS inhib: -0.2; DNMT1 block: -3.3; MsrA inh: -0.8; Rpn11 block: inactive; SUMO1-SIM PPI: -1.7

Results for CCn1ncc(Br)c1C(=O)Nc1cccc(C(C)=O)c1 ?
NadD block: -0.9; Scp-1 inhibitor: -5.7; STEP block: -0.1; CSN deneddyl inh: 2.5; LMPTP inh: 1.2; TbMetRS inhib: 0.1; DNMT1 block: 1.5; MsrA inh: -0.4; Rpn11 block: inactive; SUMO1-SIM PPI: 1.1

What do the screens show for `Cc1ccc(C(=O)C2CC2)c(C)c1`?
NadD block: 2.1; Scp-1 inhibitor: -2.2; STEP block: 1.8; CSN deneddyl inh: -1.0; LMPTP inh: -3.6; TbMetRS inhib: -0.4; DNMT1 block: 0.3; MsrA inh: -1.5; Rpn11 block: inactive; SUMO1-SIM PPI: -3.1
